# EPAC2 antagonist – blocks human EPAC2 exchange factor; Q8WZA2; EPAC2 GEF exchange of Rap1B-BODIPY-GDP, fluorescence; Potency, µM (highest dose often 114 µM), inactives show at the highest dose activity, negative = inhibition, hits mostly inhibitors; 360,000 compounds, 0.18% hits; AID 720708; further: on the % scale 0 is the no-effect control and ±100 the full control effect; nearly all actives have a fitted effect of over 45% in size; many of its hits are not listed in these tables
# Target sequence (Q8WZA2 whole entry, looked up): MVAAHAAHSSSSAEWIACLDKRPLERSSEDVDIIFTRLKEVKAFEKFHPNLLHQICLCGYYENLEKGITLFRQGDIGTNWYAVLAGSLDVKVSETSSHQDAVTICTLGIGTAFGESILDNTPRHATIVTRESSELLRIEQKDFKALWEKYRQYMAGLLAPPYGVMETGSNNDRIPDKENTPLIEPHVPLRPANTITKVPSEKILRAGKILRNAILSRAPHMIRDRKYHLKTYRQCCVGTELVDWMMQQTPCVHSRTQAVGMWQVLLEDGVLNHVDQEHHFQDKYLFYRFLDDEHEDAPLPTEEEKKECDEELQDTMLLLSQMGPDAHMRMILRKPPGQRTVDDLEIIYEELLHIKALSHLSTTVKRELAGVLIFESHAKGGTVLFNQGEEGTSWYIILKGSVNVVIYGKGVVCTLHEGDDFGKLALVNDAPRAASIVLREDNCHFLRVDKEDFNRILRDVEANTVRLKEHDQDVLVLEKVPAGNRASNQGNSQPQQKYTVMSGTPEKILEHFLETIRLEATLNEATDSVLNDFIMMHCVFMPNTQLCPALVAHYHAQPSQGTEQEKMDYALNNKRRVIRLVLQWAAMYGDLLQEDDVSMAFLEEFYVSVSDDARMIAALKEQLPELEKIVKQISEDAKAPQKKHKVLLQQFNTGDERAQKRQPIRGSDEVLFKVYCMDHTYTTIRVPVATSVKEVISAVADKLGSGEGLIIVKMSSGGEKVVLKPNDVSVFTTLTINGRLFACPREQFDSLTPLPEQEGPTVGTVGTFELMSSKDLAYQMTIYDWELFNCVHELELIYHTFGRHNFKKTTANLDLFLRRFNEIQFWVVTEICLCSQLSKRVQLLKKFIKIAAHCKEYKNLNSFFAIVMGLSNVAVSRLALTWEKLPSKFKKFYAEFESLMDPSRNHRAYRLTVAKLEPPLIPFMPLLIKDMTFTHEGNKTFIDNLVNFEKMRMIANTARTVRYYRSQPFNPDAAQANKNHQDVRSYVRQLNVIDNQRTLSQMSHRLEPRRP
# Nrf2 inh – inhibitors of Nrf2 signaling; A549 ARE-Fluc reporter, luciferase luminescence, 18-24 h; Potency, µM (top dose mostly 46 µM), without a hit: at the highest dose activity change, negative = inhibition, most hits filed as inhibitors; 360,000 compounds, 2.1% hits; further: on the % scale 0 is the no-effect control and ±100 the full control effect; nearly all actives have a fitted effect of over 60% in size
#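 Cells were seeded and rested 2 h, then exposed to compounds for 18-24 h. CellTiter-Fluor was read first as a viability measure. BugLite was added 15 min before the final luminescent read of ARE-luciferase activity in A549 cells.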
# HepG2 tox – kills HepG2 cells in TGF-b inhibitor counter-screen; HepG2 CAGA-GFP viability, ATP luminescence, 18 h; Potency, µM (top dose mostly 46.1 µM), for inactives: at the top dose activity change, negative = cytotoxicity, actives largely listed as cytotoxic; 410,000 compounds, 0.76% hits; AID 588856; further: some results filed as inactive show a strong effect at the top dose
#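 HepG2 CAGA-GFP cells (1000/well, DMEM with 1% FBS) received compound, then TGF-beta at 500 pg/mL final, and were incubated 18 hours at 37 degrees C. Viability was read by CellTiter-Glo luminescence. Media-only wells were set as complete cell-killing and DMSO as no toxicity.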
# A549 viability – kills or reduces viability of A549 cells in Nrf2 counter-screen. A549 ARE-Fluc cells, CellTiter-Fluor viability, 18-24 h. Potency, µM (titrated, usually from 46 µM), for inactives: top-dose activity change, negative = cytotoxicity, most hits filed as inhibitors. 390,000 compounds, 0.16% hits. AID 504648; further: on the % scale 0 is the no-effect control and ±100 the full control effect
#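 A549 ARE_Fluc cells in 5% FBS OPTI-MEM were exposed to compounds in concentration-response for 18-24 h at 37 deg C. Viability was read by CellTiter-Fluor fluorescence (Ex 405/Em 525) after 30 min, before the luciferase read.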
# MCF10A rerep – DNA re-replication induction in MCF 10a cells; AID 624296; 350,000 compounds, 2.9% hits; Potency, µM (series often up to 46.1 µM), without a hit: at the top dose activity, positive = re-replication, hits mostly activators; MCF 10A DNA re-replication, Hoechst nuclear intensity, 48 h; further: % of control where 0% means no effect; nearly all actives have a fitted effect of over 50% in size
# ATXN viability – cell viability loss in ATXN counter-screen | S2 cells (HEK-293 line with an ATXN2-luciferase reporter) viability, CellTiter-Fluor protease fluorescence, 24 h | Potency, µM (titrated, usually from 56.7 µM), usual class: cytotoxic | AID 651635 | 400,000 compounds, 0.49% hits; further: nearly all actives have a fitted effect of over 40% in size
# ATXN2 expr inh – reduces ATXN2 reporter expression in HEK-293 cells. AID 1745845. 360,000 compounds, 0.72% hits. HEK-293 ATXN2-luciferase reporter, luminescence, 24 h. Potency, µM (series often up to 57 µM), inactives show top-dose activity change, negative = inhibition, hits mostly inhibitors; further: on the % scale 0 is the no-effect control and ±100 the full control effect; nearly all actives have a fitted effect of over 55% in size
#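 qHTS (up to 57 uM final) was run with 24 h compound exposure of reporter cells at 37 °C. Each well was multiplexed: SteadyGlo luminescence measured ATXN2-luciferase expression after a fluorogenic Gly-Phe-AFC viability readout (25 uM final).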
# TGFb SMAD3 inh – TGF-b pathway inhibition; HepG2 CAGA-GFP TGF-b/SMAD3 reporter, GFP fluorescence, 18 h; TGF-beta stimulated, 500 pg/mL final; AID 588855; 410,000 compounds, 1.2% hits; Potency, µM (top dose mostly 46.1 µM), inactives show at the highest dose activity, negative = inhibition, hits mostly inhibitors; further: on the % scale 0 is the no-effect control and ±100 the full control effect; nearly all actives have a fitted effect of over 65% in size
#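 Using HEPG2 CAGA-GFP reporter cells at 1000 cells/well, we pinned test compounds, stimulated with recombinant TGF-beta (500 pg/mL final) and measured total well GFP after 18 h.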
# Nrf2 ARE act – activators of Nrf2 (ARE) signaling; AREc32 ARE-luciferase reporter (MCF7-derived line), luminescence, 24 h; Potency, µM (highest dose often 46.1 µM), without a hit: at the highest dose activation, actives largely listed as activators; 410,000 compounds, 0.31% hits; further: % of control where 0% means no effect; nearly all actives have a fitted effect of over 65% in size
#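 Luciferase luminescence (Steady-Glo, 30 min at room temperature) served as the read-out of ARE activation in AREc32 cells treated with compounds for 24 hr at 37 deg C.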
# Numbers without * were called inactive; i = inactive; u = inconclusive; x = not tested or not shown; & = joins results of further samples; [ ] = dose if it differs, or a comment. The call rests on the fitted dose curve; in most records, active means well fitted curve in the direction sought with a large enough effect; inconclusive means small, poorly fitted or top-dose-only effect, or another doubt; inactive means no such curve, though single readings can be large; an effect the other way counts as inactive or inconclusive. Potency means the concentration at half of the fitted maximal effect. Some of the compounds tested; count on the stated rates, not on these rows.
# Results follow in this order: EPAC2 antagonist | ATXN viability | Nrf2 inh | MCF10A rerep | ATXN2 expr inh | TGFb SMAD3 inh | A549 viability | Nrf2 ARE act | HepG2 tox
COc1cc(/C=C/C(=O)OCC(=O)N2CC(=O)Nc3ccccc32)ccc1O
 : 4% | i | 15% | 6% | x | -14% | 7% | 4.3% | -9%
COc1ccc(S(=O)(=O)N2CCCCC2c2cc(C(=O)NCc3cccnc3)no2)cc1 (centres undefined)
 : u | i | x | x | -6% | 14% | x | 0.6% | 0%
O=C(Nc1ccccc1Cl)C1C2CCC3C(CCC21)C3(Cl)Cl (centres undefined)
 : 0% | i | -1% | -60%[inhibitor] | -3% | -3% | 4% | -0.5% | -10%
CCCn1c(NCCO)nc2ccccc21
 : 8% | i | -13% | -2% | 1% | 17% | 11% | -0.2% | 2%
CCOc1cc(N2CCOCC2)c(OCC)cc1NC(=O)COC(=O)COc1cc(C)cc(C)c1
 : 4% | i | 3% | 0% | 2% | 9% | -5% | -0.4% | -3%
O=C(NCN1CCN(c2ccccc2)CC1)c1cnccn1
 : 3% | i | 14% | 15% | 3% | 2% | 0% | 0.2% | 16%
O=C(Nc1ccccc1)c1ccccc1CC[N+](=O)[O-]
 : -1% | i | 16% | -7% | -3% | 0% | -7% | -0.5% | -6%
CC(=O)c1ccc(OCC(O)CN2CCN(CC(O)COc3ccc(C(C)=O)cc3)CC2)cc1 (centres undefined)
 : 3% | i | 8% | 1% | 6% | 2% | 5% | 3.4% | -10%
NC(=O)c1ccc(NC(=O)COC(=O)CCCN2C(=O)c3cccc4cccc(c34)C2=O)cc1
 : -3% | i | -14% | -2% | x | 0% | 5% | 3.8% | -2%
COc1ccc(CN2C(=O)CCC2(C)C(=O)NC2CCCC2)c(OC)c1 (centres undefined)
 : 0% | i | 1% | u | 2% | -5% | -8% | 0.1% | -3%
Cc1nn(-c2ccccc2)c(Cl)c1C(=O)Nc1ccccc1
 : -1% | x | 19% | 0% | x | -7% | 21% | 2.5% | -22%
Cc1ccc(-c2nnn(CC(=O)N(c3ccccc3)C(C(=O)NCC3CCCO3)c3ccc(Cl)cc3)n2)cc1 (centres undefined)
 : 0% | i | u | 18µM* | -14% | -11% | x | 0.0% | -14%
Cn1c(/C(C#N)=C(\O)c2ccc(S(=O)(=O)N3CCCCC3)cc2)nc2ccccc21
 : -1% | i | u | 18% | -11% | -21% | -4% | -1.7% | -30%
Cc1ccc(NC(=O)C2CCC(CNS(=O)(=O)c3cccs3)CC2)cc1C (centres undefined)
 : x | x | x | x | x | u | -7% | -0.4% | -24%
CC(C)C#Cc1cnc2c(c1)C(=O)N([C@@H](C)CO)C[C@@H](C)[C@H](CN(C)Cc1cccc(F)c1)O2
 : -14% | u | x | x | -29% | u | x | -2.7% | -47%

# Arranged by value in Nrf2 ARE act (ascending): 3 of the compounds above
Structure,Nrf2 ARE act
COc1ccc(CN2C(=O)CCC2(C)C(=O)NC2CCCC2)c(OC)c1 (centres undefined),0.1%
O=C(NCN1CCN(c2ccccc2)CC1)c1cnccn1,0.2%
COc1ccc(S(=O)(=O)N2CCCCC2c2cc(C(=O)NCc3cccnc3)no2)cc1 (centres undefined),0.6%

# Next compounds:
# Results follow in this order: EPAC2 antagonist | ATXN viability | Nrf2 inh | MCF10A rerep | ATXN2 expr inh | TGFb SMAD3 inh | A549 viability | Nrf2 ARE act | HepG2 tox
Cc1ccc(S(=O)(=O)c2nc(Nc3ccccc3C#N)sc2Cl)cc1
 : 18% | i | 5% | 25% | 8% | 0% | 0% | -0.6% | -7%
Cc1onc(-c2ccccc2)c1C(=O)Nc1nc2c(s1)C(=O)CC(C)(C)C2
 : -1% | i | -6% | u | -9% | 7% | 4% | 0.3% | -2%
O=c1[nH]c(SCc2ccc([N+](=O)[O-])cc2)nc2c1CCCC2
 : x | i | u | x | 10% | 11% | 0% | -0.6% | 1%
O=C(COC(=O)c1ccc(F)c(S(=O)(=O)N2CCCCC2)c1)NCc1ccc(F)cc1
 : -6% | i | 11% | 30% | 1% | -3% | 1% | -0.1% | 1%
COc1ccc(-c2nnn(Cc3ccccc3F)n2)cc1
 : -1% | i | u | 20% | 72%[activator] | 0% | 14% | 4.5% | -39%
Cc1c(C(=O)NCC(c2ccc(Cl)cc2)N2CCOCC2)oc2ccccc12 (centres undefined)
 : x | u | -28% | x | -6% | u | -3% | 8.2% | -9%
Cc1ccnc(N2CCCC(C(=O)NCc3cccs3)C2)n1 (centres undefined)
 : 12% | i | -15% | u | 3% | -3% | 1% | -0.2% | -1%
CC(=O)NC(CC(=O)NNC(=O)COc1c(C)cccc1C)c1ccccc1 (centres undefined)
 : 4% | i | 12% | -2% | -3% | -27% | -2% | -0.2% | -1%
C[C@@H]1CN([C@@H](C)CO)C(=O)c2cc(/C=C/c3ccccc3)cnc2O[C@@H]1CN(C)S(=O)(=O)c1ccc(F)cc1
 : 1% | i | x | x | -4% | 3% | x | -1.4% | -1%
Cc1cccc(N2CCN(C(=O)C3COc4ccccc4O3)CC2)c1C (centres undefined)
 : -16% | i | -14% | 27% | x | 11µM* | -2% | 3.0% | -37%
COC(=O)C1=C(C)N(c2ccc(S(N)(=O)=O)cc2)C(=O)C1
 : 8% | i | 22% | -3% | 0% | 4% | 12% | 1.9% | 2%
CN1C2CCC1CC(NC(=O)c1cc(S(=O)(=O)N(C)C)c(Cl)cc1Cl)C2 (centres undefined)
 : 9% | i | 2% | 7% | 14% | 1% | 0% | 0.2% | 5%
COc1cccc(NC(=O)CSc2ncc3c(n2)-c2ccc(Cl)cc2N(C)S3(=O)=O)c1
 : x | i | u | x | 0% | 7% | 12% | 2.6% | -18%
CSc1cccc(CN2CCN(Cc3ccc(F)c(F)c3)C(CCO)C2)c1 (centres undefined)
 : -19% | i | u | -3% | -26% | -25% | 0% | 2.3% | -125%
CCc1nn(CCCC(=O)Nc2ccc(C)c(C)c2)c(=O)c2cc3occc3n12
 : -3% | i | u | -1% | -19% | -11% | -9% | 0.0% | -1%

# Reformatted: two of the compounds above
smiles	EPAC2 antagonist	ATXN viability	Nrf2 inh	MCF10A rerep	ATXN2 expr inh	TGFb SMAD3 inh	A549 viability	Nrf2 ARE act	HepG2 tox
CC(=O)NC(CC(=O)NNC(=O)COc1c(C)cccc1C)c1ccccc1 (centres undefined)	4%	i	12%	-2%	-3%	-27%	-2%	-0.2%	-1%
Cc1onc(-c2ccccc2)c1C(=O)Nc1nc2c(s1)C(=O)CC(C)(C)C2	-1%	i	-6%	u	-9%	7%	4%	0.3%	-2%

# Continued:
# Results follow in this order: EPAC2 antagonist | ATXN viability | Nrf2 inh | MCF10A rerep | ATXN2 expr inh | TGFb SMAD3 inh | A549 viability | Nrf2 ARE act | HepG2 tox
CCOc1ccc(C(=O)NCc2nc3cccnc3n2Cc2ccc(F)cc2)cc1OCC
 : x | x | x | x | x | u | 4% | 0.0% | -13%
CCC1CCCCN1S(=O)(=O)c1ccc(C(=O)Nc2nnc(-c3cccs3)o2)cc1 (centres undefined)
 : -5% | i | 5µM* | u | u | u | u | -0.5% | -32%
O=C(Oc1ccc2ccc(O)cc2c1)C1CCCCC1
 : -2% | i | 1% | u | 5% | -3% | -4% | 0.1% | -2%
CCOc1ccc(OCc2cccc(C(=O)N3CCOCC3)c2)cc1
 : 1% | i | u | 1% | u | 13% | 16% | -5.9% | -26%
CCc1ccc(-c2csc(-c3cc4cc(Br)ccc4oc3=O)n2)cc1
 : x | i | x | x | -1% | 37%[activator] | 16% | 22% | 31%
Cc1ccc(NC(=O)C2=CC(c3cccs3)=NS(=O)(=O)N2C)cc1
 : -21% | i | u | 5% | -16%&1% | u | u | 0.4%&0.3% | -36%&-18%
CCc1c(C)nc(SCC(=O)Nc2ccc3c(c2)OCCO3)[nH]c1=O
 : 13% | i | 10% | 7% | 16% | 10% | 2% | 2.2% | 2%
O=S(=O)(Cc1ccccc1Cl)N1CCCC1
 : -1% | i | -1% | -9% | -9% | 16% | 6% | 2.7% | 26%
Cn1c2c(c(=O)n(C)c1=O)C(c1ccccc1F)C(C#N)=C(N)O2 (centres undefined)
 : 5% | i | 1% | -7% | 1% | -18% | 7% | 1.8%[9.22 µM] | 1%
O=C(/C=C/c1ccccc1)c1cc(Br)ccc(=O)c1O
 : -10% | u | 18µM* | u | 20µM* | 16µM* | u | u | -16%
Cc1cccc(N2CCN(Cc3nc(-c4ccc(F)cc4F)oc3C)CC2)n1
 : -9% | u | -11% | 18% | -25%[2.22 µM] | -23% | 0% | 2.8% | -28%
COC(=O)C(NS(=O)(=O)c1ccc(F)cc1)c1ccccc1 (centres undefined)
 : -12% | i | -22% | 3% | 1% | -6% | 9% | -0.3% | -2%
COc1ccc(S(=O)(=O)N2CCC(C(=O)NCCc3ccccc3)CC2)cc1OC
 : 9% | i | 8% | -5% | 0% | u | 5% | -0.3% | -28%
C=C1CC2(OC1=O)c1ccccc1CCc1ccccc12
 : 2% | x | 16µM* | 2.9µM* | 6µM* | 8.9µM* | u | u | 14µM*
COC(=O)Nc1[nH]ncc1[N+](=O)[O-]
 : -15% | i | 17% | 1% | -6% | 13% | 1% | -0.3% | -80%
COc1cccc(NC(=O)NCc2ccc(F)cc2)c1
 : -4% | i | 27% | -5% | x | -8% | 2% | 1.8% | 1%
CCOc1ccccc1NC(=O)CN1CCCN(Cc2cccc(Cl)c2)S1(=O)=O
 : x | x | u | x | x | -35% | -13% | 4.5% | -14%
Cc1cccc(C)c1NC(=O)COC(=O)c1ccccc1[N+](=O)[O-]
 : 0% | i | 3% | -4% | -15% | -14% | -6% | -0.5% | -16%
COc1cccc(C(=O)NCCS(=O)(=O)N2CCC(C)CC2)c1
 : 1% | i | 7% | 6% | 2% | -16% | -1% | -0.8% | -3%

# TGFb SMAD3 inh: what is marked active above.
smiles | EPAC2 antagonist | TGFb SMAD3 inh | Nrf2 ARE act
Cc1cccc(N2CCN(C(=O)C3COc4ccccc4O3)CC2)c1C (centres undefined) | -16% | 11µM* | 3.0%
O=C(/C=C/c1ccccc1)c1cc(Br)ccc(=O)c1O | -10% | 16µM* | u
C=C1CC2(OC1=O)c1ccccc1CCc1ccccc12 | 2% | 8.9µM* | u

# High-throughput results: PubChem BioAssay, National Center for Advancing Translational Sciences (NCATS)
